CXCR6 inh = CXCR6 (human) receptor inhibition. AID 602244. inhibition, % at 20 µM. hit rate 0.36% among 360,000. O00574. CHO-K1 PathHunter CXCR6 beta-arrestin, luminescence; in the data active = inhibition above about 34%, passing the limit was not always enough;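 also: antagonist mode with CXCL16 agonist at 10 nM final; 0% = 10 nM CXCL16 with DMSO and 100% = unstimulated wells without agonist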
UPR CHOP act = activators of apoptotic arm of unfolded protein response (CHOP). AID 449763. activation, % at 10 µM. CHO-CHOP luciferase reporter, UPR activation, luminescence; percent of tunicamycin response over DMSO baseline. hit rate 0.34% among 330,000;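 active = at 10 µM dose, activation of 40% or more, normalized to positive control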;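 also: 100% = tunicamycin at 10 µg/mL and 0% = DMSO alone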
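System: CHO-CHOP luciferase reporter cell line | Buffer or medium: F12 medium containing 10% fetal bovine serum | Doses: One dose, 10 µM in 0.5% DMSO | Times: 6 h compound exposure at 37 °C after overnight seeding | Signal: Luciferase luminescence | Read-out: % activation vs tunicamycin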
APJ ag = APJ receptor agonism; P35414; CHO-K1 APJ PathHunter beta-arrestin, luminescence; 0% DMSO wells, 100% apelin; activation, % at 20 µM; hit rate 0.11% among 330,000; AID 2520;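 active = activation more than six SD over the plate average, tested at 20 µM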;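 also: 0% = DMSO alone and 100% = apelin-13 at 10 nM; some results filed as inactive read as strong as hits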
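Test system – PathHunter CHO-K1 APJ (AGTRL-1) beta-arrestin reporter cells · Input – 1000 cells/well · Compound – single test compound dose, 20 µM final, 1% DMSO · Times – compound stimulation 90 min at 25 °C, detection 60 min · Technique – beta-gal luminescence · Read-out basis – APJ–arrestin association signal · Control set – negative DMSO alone, positive Apelin-13 at 10 nM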
tim23-1 inh = growth inhibitors of tim23-1 mutant yeast. hit rate 1.3% among 330,000. inhibition, % at 20 µM. S. cerevisiae tim23-1 growth, BacTiter-Glo luminescence, 24 h;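 active = growth inhibition of the mutant yeast at or above 50%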;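 also: temperature-sensitive mutant grown at 25 °C; plate controls were DMSO-treated mutant yeast for no effect and medium wells lacking yeast for full effect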
APJ antagonist = blocks the human apelin receptor APJ; CHO-K1 APJ beta-arrestin complementation, luminescence; inhibition, % at 20 µM; hit rate 0.32% among 330,000;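 active = inhibition above about 40% at 20 µM, limit read from the data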;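 also: cells challenged with 10 nM apelin-13 agonist together with compound; plate controls were apelin-13 plus DMSO wells for no effect and DMSO wells lacking apelin-13 for full effect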
TIM10 inh = inhibits growth of TIM10 yeast strain; S. cerevisiae TIM10 strain growth, BacTiter-Glo luminescence, 24 h; inhibition, % at 10 µM; hit rate 1.4% among 330,000; AID 463195;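 active = inhibition of 40% or more at the single tested concentration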;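 also: wild-type TIM10 isogenic control strain grown at permissive 25 °C; 0% = DMSO yeast wells and 100% = minimal medium wells without yeast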
tim10-1 inh = tim10-1 yeast growth inhibition; S. cerevisiae tim10-1 ts strain growth, BacTiter-Glo, 24 h; AID 463190; hit rate 2.2% among 330,000; inhibition, % at 20 µM;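 active = inhibition of at least 40%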;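 also: mutant grown at 25 °C; 0% = DMSO wells with yeast and 100% = wells holding no yeast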
XBP1 UPR activ = activators of adaptive arm of unfolded protein response (XBP1); CHO-XBP1 luciferase reporter, IRE1-XBP1 UPR activation, luminescence; percent of tunicamycin response, DMSO as zero; AID 463104; activation, % at 20 µM; hit rate 0.33% among 330,000;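 active = versus positive control, 20 µM dose yields 30% or more activation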;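 also: 100% = tunicamycin at 10 µg/mL and 0% = DMSO only wells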
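Material: CHO-XBP1 cells stably carrying IRE1-XBP1-driven luciferase reporter / Amount: 1000 cells per well / Compound: 20 µM, 1% DMSO / Times: 6 h treatment, 37 °C / Detection: luciferase luminescence / Measure: % activation of reporter signal versus tunicamycin and DMSO controls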
Mdm2 MdmX PPI = human Mdm2/MdmX binding inhibition. inhibition, % at 8 µM. SaOS-2 split-luciferase Mdm2/MdmX complementation, luminescence. AID 485346. O15151+Q00987. hit rate 3% among 330,000;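 active = inhibition of at least 50% at 8 µM in the primary screen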
Target sequence (O15151 whole entry, looked up): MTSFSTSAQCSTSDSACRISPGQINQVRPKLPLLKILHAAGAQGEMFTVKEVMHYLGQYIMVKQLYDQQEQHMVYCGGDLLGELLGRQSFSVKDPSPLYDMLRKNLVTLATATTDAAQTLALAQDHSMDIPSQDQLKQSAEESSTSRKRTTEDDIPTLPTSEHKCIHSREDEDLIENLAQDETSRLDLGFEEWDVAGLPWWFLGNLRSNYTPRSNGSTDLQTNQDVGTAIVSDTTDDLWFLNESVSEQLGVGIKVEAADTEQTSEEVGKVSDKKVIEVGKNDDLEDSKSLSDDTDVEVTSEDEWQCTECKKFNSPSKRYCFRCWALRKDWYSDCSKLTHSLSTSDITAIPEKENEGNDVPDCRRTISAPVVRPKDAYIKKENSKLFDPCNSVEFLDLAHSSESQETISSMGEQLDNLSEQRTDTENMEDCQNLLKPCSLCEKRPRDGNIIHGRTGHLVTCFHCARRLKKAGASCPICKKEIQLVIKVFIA
Target sequence (Q00987 whole entry, looked up): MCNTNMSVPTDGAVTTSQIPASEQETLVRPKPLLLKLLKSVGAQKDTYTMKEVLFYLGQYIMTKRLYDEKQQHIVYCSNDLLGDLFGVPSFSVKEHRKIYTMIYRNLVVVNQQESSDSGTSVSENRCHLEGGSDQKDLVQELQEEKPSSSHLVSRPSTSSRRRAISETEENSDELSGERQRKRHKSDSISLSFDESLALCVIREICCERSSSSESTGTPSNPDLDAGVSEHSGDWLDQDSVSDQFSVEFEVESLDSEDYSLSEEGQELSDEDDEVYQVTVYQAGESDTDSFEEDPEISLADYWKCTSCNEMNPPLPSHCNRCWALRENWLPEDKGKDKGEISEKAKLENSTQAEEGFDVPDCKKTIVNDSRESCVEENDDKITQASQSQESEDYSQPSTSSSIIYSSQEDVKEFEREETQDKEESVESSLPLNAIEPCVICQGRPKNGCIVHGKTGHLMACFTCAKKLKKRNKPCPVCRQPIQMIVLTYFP
An asterisk follows results filed as active.

SMILES	CXCR6 inh	UPR CHOP act	APJ ag	tim23-1 inh	APJ antagonist	TIM10 inh	tim10-1 inh	XBP1 UPR activ	Mdm2 MdmX PPI
CCCN(CCC)CCCNS(=O)(=O)c1cc(Br)cc2c1N(C(C)=O)CC2	-8	0.7	-6	1	-5	10	14	0	11
Fc1ccccc1-c1cc2ccccc2cn1	1	5.7	1	28	11	12	21	2	-17
COc1ccc(S(=O)(=O)Oc2ccc(C(=S)N3CCOCC3)cc2OC)cc1	2	0.1	-4	16	5	-2	1	-5	22
CC(=O)Nc1cccc(-c2csc(NCc3ccccc3)n2)c1	1	4.2	-3	29	7	15	-4	1	-15
Cc1cccc2cc(CN(Cc3ccc(F)cc3)C(=O)N3CCOCC3)c3nnnn3c12	-5	-0.7	1	9	3	10	6	2	-21
CC(C)c1ccc(Nc2nc(Cl)nc(NCc3ccco3)n2)cc1	7	1.1	-6	17	-16	21	17	3	14
CSc1ccccc1OCc1cc(C(=O)NC2CCOC(C)(C)C2)no1 (stereo not given)	4	-0.1	0	10	-9	13	0	-5	-7
N#Cc1cc2c(nc1SCC(=O)Nc1sc3c(c1C#N)CCC3)CCCC2	-7	7.5	-2	7	5	6	4	51*	33
O=C1CN(C(=O)COc2ccc(F)cc2Br)c2ccccc2N1	-2	0.2	-1	5	-2	25	16	2	18
COc1ccc2cc(C(C)C(=O)OC(C)C)ccc2c1 (stereo not given)	2	1.8	-4	9	9	3	10	0	20
C=C1C2(C(=O)Nc3nccs3)CCC(C2)C1(C)C (stereo not given)	6	-1.6	-4	13	6	13	31	0	-13
CCN(C(=O)c1cn(CC)c(=O)c2cc(OC)c(OC)cc12)c1ccccc1C	-2	-1.1	1	5	8	29	22	0	31
O=C(Nc1ccccc1)N1N=CCC1c1ccccc1 (stereo not given)	-4	2.2	-1	15	11	-2	23	0	10
O=C(Nc1ccc(-c2nc3ccccc3s2)cc1)C1=COCCO1	-13	-6.3	-3	21	7	27	20	-11	-21
CSc1ccc(S(=O)(=O)N2CCC(C(=O)Nc3ccc(C(N)=O)cc3)CC2)cc1	-2	-0.3	-1	-12	-21	-22	-36	-1	9
N#Cc1ccc(NC(=O)COC(=O)CCc2nc3ccccc3c(=O)[nH]2)cc1	-2	3.0	-4	-10	-6	-15	9	-3	-12
C=CCOC(=O)C1=C(C)Nc2ncnn2C1c1cccs1 (stereo not given)	-3	0.0	-1	19	-9	-2	8	-1	-3
CCOc1ccc(N2C(=O)CC(N(CCc3ccc(S(N)(=O)=O)cc3)C(C)=O)C2=O)cc1 (stereo not given)	-1	-0.1	2	6	-9	-20	7	-3	-25
CN(c1ccc(OCC(=O)NC2=NCCS2)cc1)S(=O)(=O)c1ccc(F)cc1	3	1.1	0	7	-17	-18	-6	-1	-19
Cc1nn(C(C)(C)C)c(OC(=O)CC(C)C)c1S(=O)(=O)c1ccccc1	0	1.3	0	37	2	22	31	-1	1
CCOc1cc(OCC)cc(C(=O)O)c1	-3	-2.9	-2	-6	6	-7	8	1	13
COc1cccc(/C=C(\C(=O)O)c2ccccc2)c1	-8	-1.1	1	7	-11	3	8	-2	-8
CC(C)c1ccc(C2(C)NC(=O)N(CC(=O)NCC3COc4ccccc4O3)C2=O)cc1 (stereo not given)	-2	0.1	-2	4	-3	-3	19	-2	3
Cc1ccc(S(=O)(=O)N2CCCCC2C(=O)Nc2nncs2)cc1 (stereo not given)	8	-1.3	-1	8	-8	-11	13	-4	-1
CCCCN1CCc2c(c3ccccc3n2Cc2ccccc2)C1	7	-0.8	-3	2	17	23	-10	-1	14
COc1cccc(CNC(=O)COc2cccc(-n3cnnn3)c2)c1	7	-1.3	-4	9	1	-4	3	0	-5
O=C(/C=C/Nc1ccccc1Br)c1ccccn1	2	-11	-3	28	-8	10	2	-14	75*
COc1ccc(Cl)cc1C(=O)OCC(=O)N(C)CC(=O)Nc1ccc(F)cc1	2	1.8	-1	-15	17	-6	10	-5	34
COc1cc(Cl)cc(/C=C/c2ccc3cccc(O)c3n2)c1OC	40	4.4	-8	10	41*	11	26	3	49
COC(=O)c1ccc(CSc2nnc(SCc3ccc(C(=O)OC)o3)s2)o1	3	2.0	-1	35	-15	35	29	-1	-4
Cn1c(SCC(=O)Nc2cccc(S(=O)(=O)N3CCOCC3)c2)nnc1-c1ccncc1	6	-1.2	-3	-4	0	-7	2	6	9
COc1ccc(S(=O)(=O)N2CCN=C2SCc2cccc(F)c2)cc1	-3	1.0	-8	17	9	-14	2	1	15
COc1cc(C(=O)Nc2ccc3nc4n(c(=O)c3c2)CCCC4)ccc1Br	-3	3.0	2	0	12	8	25	8	12
O=C1Nc2ccc([N+](=O)[O-])cc2C1=Nc1cccc(CO)c1	13	2.3	-14	7	66*	9	9	-6	30
CCOC(=O)CCN(Cc1cccs1)S(=O)(=O)c1ccc(Cl)cc1	7	-3.0	-3	27	6	16	20	1	15
CCS(=O)(=O)CCSc1nc2ccccc2s1	-14	1.3	-2	10	11	10	-5	0	-4
CCOC(=O)CN(C(=O)CSc1nnc(CNc2ccc(C)cc2C)n1CC)c1ccccc1	-3	-0.1	-6	10	-4	20	20	-1	2
C=CCn1c(CCSCc2ccc(OC)c(C)c2)n[nH]c1=S	4	-0.8	-4	23	14	10	15	-1	3
COc1cc2cc(CCOC(=O)CCCC(=O)O)oc(=O)c2cc1OC	7	2.4	0	2	-6	-5	-4	-2	10
CCCc1ncc(C(O)c2cccc(OC)c2OC)n1C (stereo not given)	-7	0.0	-4	-2	15	-3	-2	0	2
O=C(Cc1ccccc1F)Nc1cccc2cccnc12	-4	3.3	-2	14	-2	13	9	1	-17
COc1cc2c(cc1OC)CN(C(=O)CC1CC3CCC1C3)CC2 (stereo not given)	-5	0.9	-1	31	-20	11	14	-1	-2
COc1ccc(CNC(=O)CSc2nnc(-c3cccnc3)n2N)cc1	2	-0.9	0	2	5	10	-7	-4	3
Fc1ccc2nc(Nc3nc4cc5c(cc4s3)OCCO5)sc2c1	-12	5.0	-2	35	6	18	32	0	42
Cc1cccc(N=Cc2cc(Br)cc(Cl)c2O)c1	54*	-1.0	-1	73*	-11	33	50*	-2	15
CCN(CC)S(=O)(=O)c1cccc(C(=O)N2CCCc3ccccc32)c1	5	2.9	-3	39	8	17	24	-6	22
Cc1c(Cl)cccc1Nc1nc(N)nc(CN2CCc3ccccc3C2)n1	0	3.2	0	-22	-1	8	25	-1	16
COc1ccc(S(=O)(=O)N2CCN(c3ccc4nnc(-c5ccc(F)cc5)n4n3)CC2)cc1	-2	3.5	-1	24	-67	2	14	7	2
CCCn1c(N/N=C\C=C\c2ccccc2)nc2c1c(=O)[nH]c(=O)n2C	2	-0.5	-1	20	-7	4	2	4	46
Cn1c2c(c(=O)n(C)c1=O)CN(CCN1CCNCC1)CN2	-3	-1.5	-4	10	-21	-1	3	-3	19
Cc1ccc(C)c(NC(=O)NNC(=O)CCc2ccccc2)c1	-10	1.3	0	-3	4	12	-13	-4	5
COc1ccc(C[C@H]2CN3C(=NC[C@@H]3C)N2CCNC(=O)CCC2CCCCC2)cc1	3	0.1	-7	11	-1	4	3	2	-8
CC(C)(C)C(=O)CN1CCN(C2c3ccccc3-c3ccccc32)CC1	-7	0.3	-3	24	-13	9	10	1	4
CCCCN1CC(=O)N2[C@H]3c4cc(Cl)ccc4OC[C@@H]3[C@H](c3ccccc3)[C@]2(C)C1=O	4	-0.6	-3	30	9	13	21	-1	22
COc1cc(NC(=O)COC(=O)C2CC2)c(C)cc1[N+](=O)[O-]	1	-1.1	2	2	-4	16	23	-1	7
CCOC(=O)N1CCC(N2Cc3cccc(C(=O)Nc4ccc(S(=O)(=O)N(CC)CC)cc4)c3C2=O)CC1	-3	12	4	11	2	8	18	4	37
Oc1cccc2ccc(/C=C/c3ccc(Br)s3)nc12	8	17	-5	12	25	15	18	55*	-3
O=C(Nc1nc(-c2ccccn2)cs1)c1ccc(F)c(S(=O)(=O)N2CCOCC2)c1	11	9.0	-5	26	1	12	26	-1	76*
Cc1nccn1CCCNC(=O)C1CCC(=O)N(Cc2ccccc2F)C1 (stereo not given)	0	1.1	1	6	14	-9	7	-8	-22

In a second layout: 12 of the compounds above.
molecule | CXCR6 inh | UPR CHOP act | APJ ag | tim23-1 inh | APJ antagonist | TIM10 inh | tim10-1 inh | XBP1 UPR activ | Mdm2 MdmX PPI
COc1ccc(S(=O)(=O)N2CCN(c3ccc4nnc(-c5ccc(F)cc5)n4n3)CC2)cc1 | -2 | 3.5 | -1 | 24 | -67 | 2 | 14 | 7 | 2
CCCn1c(N/N=C\C=C\c2ccccc2)nc2c1c(=O)[nH]c(=O)n2C | 2 | -0.5 | -1 | 20 | -7 | 4 | 2 | 4 | 46
Cn1c2c(c(=O)n(C)c1=O)CN(CCN1CCNCC1)CN2 | -3 | -1.5 | -4 | 10 | -21 | -1 | 3 | -3 | 19
Cc1ccc(C)c(NC(=O)NNC(=O)CCc2ccccc2)c1 | -10 | 1.3 | 0 | -3 | 4 | 12 | -13 | -4 | 5
COc1ccc(C[C@H]2CN3C(=NC[C@@H]3C)N2CCNC(=O)CCC2CCCCC2)cc1 | 3 | 0.1 | -7 | 11 | -1 | 4 | 3 | 2 | -8
CC(C)(C)C(=O)CN1CCN(C2c3ccccc3-c3ccccc32)CC1 | -7 | 0.3 | -3 | 24 | -13 | 9 | 10 | 1 | 4
CCCCN1CC(=O)N2[C@H]3c4cc(Cl)ccc4OC[C@@H]3[C@H](c3ccccc3)[C@]2(C)C1=O | 4 | -0.6 | -3 | 30 | 9 | 13 | 21 | -1 | 22
COc1cc(NC(=O)COC(=O)C2CC2)c(C)cc1[N+](=O)[O-] | 1 | -1.1 | 2 | 2 | -4 | 16 | 23 | -1 | 7
CCOC(=O)N1CCC(N2Cc3cccc(C(=O)Nc4ccc(S(=O)(=O)N(CC)CC)cc4)c3C2=O)CC1 | -3 | 12 | 4 | 11 | 2 | 8 | 18 | 4 | 37
Oc1cccc2ccc(/C=C/c3ccc(Br)s3)nc12 | 8 | 17 | -5 | 12 | 25 | 15 | 18 | 55* | -3
O=C(Nc1nc(-c2ccccn2)cs1)c1ccc(F)c(S(=O)(=O)N2CCOCC2)c1 | 11 | 9.0 | -5 | 26 | 1 | 12 | 26 | -1 | 76*
Cc1nccn1CCCNC(=O)C1CCC(=O)N(Cc2ccccc2F)C1 (stereo not given) | 0 | 1.1 | 1 | 6 | 14 | -9 | 7 | -8 | -22

From PubChem BioAssay

An excerpt; the hit share may differ from the screen's.
